Screening results from PubChem.
mHTT CaM bind = mHTT-calmodulin interaction abrogation; P42858; AlphaScreen His-mHTT/GST-CaM binding, luminescence; inhibition, % at 15 µM; 3.6% of 190,000 active;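 note: 0% = both proteins with DMSO and 100% = one protein alone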
Pf apPOL block = Pf-apPOL DNA polymerase inhibition. Recombinant Pf-apPOL, molecular beacon fluorescence, 1.5 h. inhibition, % at 10 µM. 0.25% of 210,000 active
Starred values were filed as active, the others as inactive; i = inactive; . = not tested or not shown; & = joins results of further samples. Cut-off read from the data, not from the text of the source: active = inhibition above about 50%; inactive = the rest.

mol	mHTT CaM bind	Pf apPOL block
CCOc1ccc(-n2c(SCC(=O)NCc3ccco3)nc3c(c2=O)SCC3)cc1	5	0
COc1ccccc1NC(=O)c1ccc(F)c(S(=O)(=O)N2CCCCCC2)c1	-9	-2
COc1ccc(-c2nc3ccccc3c(=O)n2CC(=O)c2ccc(Cl)cc2)cc1OC	1	0
C[C@@H]1C(c2cccc(Cl)c2)=NN(c2ccc(Br)cc2)[C@H]1C(=O)N1CCOC1=O	57*	-1
COc1ccc2c(c1)CCC/C2=N\OC(=O)c1ccccc1F	i	0
CCN(C(=O)c1cnc2n(c1=O)CCS2)c1ccccc1	3	-1
CCN(CC)c1ccc(/C=C2\N=C(SC)SC2=O)cc1	64*	-5
COc1ccc(-c2cc(C(F)(F)F)n3nc(C(=O)N4CCSCC4)cc3n2)cc1	2	-5
O=C(NC1CCCCC1)C(c1cc2c(cc1[N+](=O)[O-])OCO2)N1CCC2(CC1)OCCO2 (stereo unspecified)	5	-2
CCCCNC(=O)C1CCc2sc(C(=O)N(C)C)cc2C1 (stereo unspecified)	-1	-4
Cc1cccc(-c2noc(-c3c(O)c4cc(F)ccc4n(C)c3=O)n2)c1	3	-3
CC(C)(C)c1ccc(C2=N/C(=C/c3ccc4c(c3)OCO4)C(=O)O2)cc1	-4	-2
CC(C)C(NC(=O)C1CCCCC1)C(=O)NC1CCCC(C)C1C (stereo unspecified)	-2	-4
COc1ccc(Nc2nc(C(=O)Nc3ccc4c(c3)OCCO4)cs2)c(OC)c1	53*	4
O=C(CSCC(=O)N1CCCc2ccccc21)Nc1ccccc1	2	-9
O=C(c1ccc(F)cc1)N1CCCC1c1ccc(F)cc1 (stereo unspecified)	-3	-4
CC1(C)CC(=O)c2cc(C(=O)Nc3cccc(F)c3)c(=O)n(-c3ccc(Cl)cc3)c2C1	0	-1
COCCNC(=O)c1c(NC(=O)COc2ccccc2OC)sc2c1CCCC2	1	2
Cc1ccccc1-c1onc(C)c1C(=O)NCc1ccccn1	-11	-5
COc1ccc(OC)c(NC(=O)CN2C(=O)NC3(CCC(C)CC3)C2=O)c1 (stereo unspecified)	11	-1
O=C(c1ccco1)N1CCN(S(=O)(=O)c2ccc(F)cc2)CC1	-2	-1
Cc1cc(C)nc(Nc2nc(C(=O)NCCc3c[nH]c4ccccc34)cs2)n1	86*	-6
Cc1ccc2cc(C3CC(c4ccc(Br)cc4)=NN3S(C)(=O)=O)c(Cl)nc2c1 (stereo unspecified)	1	4
CC1CCc2cc(F)ccc2N1C(=O)c1cc2cccnc2n(C)c1=O (stereo unspecified)	-8	0
OCn1nnn(-c2ccccc2)c1=S	.	-5

Looked up above.
Result of CCCCNC(=O)C1CCc2sc(C(=O)N(C)C)cc2C1 (stereo unspecified) under Pf apPOL block: -4
Result of CCN(C(=O)c1cnc2n(c1=O)CCS2)c1ccccc1 under Pf apPOL block: -1
Result of COCCNC(=O)c1c(NC(=O)COc2ccccc2OC)sc2c1CCCC2 under Pf apPOL block: 2
Result of CC(C)C(NC(=O)C1CCCCC1)C(=O)NC1CCCC(C)C1C (stereo unspecified) under Pf apPOL block: -4

(more compounds)
mol	mHTT CaM bind	Pf apPOL block
Cc1ccc(N2C(=O)CC(N3CCC(C(N)=O)(N4CCCCC4)CC3)C2=O)c(C)c1 (stereo unspecified)	-3	4
O=C(Nc1ccccc1)c1ccc(-c2nccnc2N2CCCCC2)cc1	-63	0
CCCS(=O)(=O)N1CCc2c(c(-c3nc(Cc4ccccc4)no3)nn2C)C1	-2	-4
O=C(C(Cc1ccc([N+](=O)[O-])cc1)N1C(=O)c2ccccc2C1=O)N1CCOCC1 (stereo unspecified)	-3	-6
CCOc1ccc(-c2nnc(NC(=O)Cc3ccccc3)s2)cc1	-6	-2
O=C(O)C=Cc1ccc(OC(F)(F)F)cc1	.	-8&0
COc1ccc(C=O)c(-c2c(-c3ccccc3OC)sc3ccccc23)c1	-7	-4
c1ccc(-c2cnc(-c3cccc4ccccc34)o2)cc1	-27	.
Cc1nc(N2CCN(c3ccccn3)CC2)c2c3c(sc2n1)CCC3	-13	-4
CCCOc1cc(S(=O)(=O)NCC2CCCO2)ccc1Cl (stereo unspecified)	-9	-5
O=S(=O)(NCC1(c2ccccc2)CCOCC1)c1cccnc1	-9	-7
N#CC(=Cc1ccc(O)cc1)C(N)=O	.	-9
CN1CCN(C(=O)c2ccc(-c3ccc(Br)cc3)o2)CC1	12	-6
CCNC(=O)C1CCCN(c2nc3ncn(CC(=O)NCc4ccco4)c(=O)c3s2)C1 (stereo unspecified)	0	-6
COc1ccc(CNCc2cc3c(cc2[N+](=O)[O-])OCO3)cc1	9&11	-9&-10
Cc1noc(C)c1-n1sc(=O)n(-c2ccc(F)cc2)c1=O	.	73*
Cc1ccc(-n2c(C)c3c(C)nnc(C)c3c2C)cc1C	3	-2
COc1ccc(C(=O)Nc2ccc(C(=O)O)cc2)cc1S(=O)(=O)N1CCOCC1	-2	2
COc1ccc(-c2ccc3nc(C(=O)NC(C)C)cn3c2)cc1OC	33	2
COc1ccccc1C1SCCN1C(=O)Nc1ccc(Cl)c(Cl)c1 (stereo unspecified)	97*	-6
Cc1ccc(Cl)cc1N(C)C(=O)Cc1c(C(=O)O)[nH]c2ccc(Cl)cc12	14	-3
FC(F)(F)c1cc(-c2noc(C3CCc4ccccc4O3)n2)cc(C(F)(F)F)c1 (stereo unspecified)	.	0&0
CC1(C)CC(=O)c2cc3c(N)c(C(=O)Nc4ccc(Br)cc4)sc3nc2C1	6	2
Cn1c(=O)[nH]c2nnc(-c3cccs3)nc2c1=O	1	-1
COc1ccc(CC(=O)NCc2ccsc2)cc1OC	-17	-4

Fetched by compound from the entries so far (4):
mol	mHTT CaM bind	Pf apPOL block
O=C(C(Cc1ccc([N+](=O)[O-])cc1)N1C(=O)c2ccccc2C1=O)N1CCOCC1 (stereo unspecified)	-3	-6
COc1ccccc1C1SCCN1C(=O)Nc1ccc(Cl)c(Cl)c1 (stereo unspecified)	97*	-6
Cc1nc(N2CCN(c3ccccn3)CC2)c2c3c(sc2n1)CCC3	-13	-4
CN1CCN(C(=O)c2ccc(-c3ccc(Br)cc3)o2)CC1	12	-6

Remaining list, next part
mol	mHTT CaM bind	Pf apPOL block
COc1ccc(Cl)cc1NC(=O)Cc1ccccc1[N+](=O)[O-]	0	7
N#CC1=C(N)Oc2c(oc(CO)cc2=O)C1c1cc2c(cc1[N+](=O)[O-])OCO2 (stereo unspecified)	12	9
Cc1cccc(N2C(=O)/C(=C\C=C\c3ccccc3)S(=O)(=O)C2c2cccc([N+](=O)[O-])c2)c1 (stereo unspecified)	26	-5
COC(=O)c1ccc(Oc2coc3cc(OCc4ccc([N+](=O)[O-])cc4)ccc3c2=O)cc1	-2	2
Cc1noc(C)c1C1CCCN1Cc1cc(Cl)ccc1O (stereo unspecified)	-8	4
COc1ccc(Br)c(C(=O)NCC2CCN(C(=O)Oc3ccccc3)CC2)c1	12	-10
O=C1OC(c2cc(F)c(F)cc2Cl)=N/C1=C\c1ccccc1	3	1
CCOc1cc(C(=O)Nc2ccc([N+](=O)[O-])cc2Br)cc(OCC)c1OCC	-6	-12
COc1ccc2c(c1)/C(=N/OC(=O)c1ccccc1I)CCC2	i	2
Cc1ccc(C(=O)N2CCC(CC(=O)NCCc3ccco3)CC2)cc1	-4	-5
Cc1ccsc1CN(C)C1CCN(C)CC1	0	-14
CCOC(=O)CNC(=O)N1CCCC1c1cccc(F)c1 (stereo unspecified)	-6	-5
Cc1nc2c(C(=O)NCCN(C)C)c[nH]n2c(=O)c1Cc1ccccc1F	18	3
Cc1ccc(NS(=O)(=O)c2ccc3[nH]cc(C(=O)NCCc4ccccc4)c(=O)c3c2)c(C)c1	25	-10
CCN(CC)c1ncc2c(n1)CCC(C(=O)Nc1cc(C)ccc1OC)C2 (stereo unspecified)	4	-9
Cc1ncc2c(N)ncnc2n1	.	9
O=c1[nH]c(-c2ccc(O)c([N+](=O)[O-])c2)nc2sc3c(c12)CCCC3	-6	-5
CC(=O)c1cc(F)c(N2CCN(C(=O)c3cc(F)c(F)cc3C)CC2)cc1C	11	-1
Cc1cccc(COc2ccc(-c3noc(C4CC4)n3)cc2)c1	-129	-1
Cc1ccccc1C(=O)N1CCN(c2cccc(C)c2C)C(=O)C1C (stereo unspecified)	10	1
Cc1ccccc1NC(=O)CC1(Cc2ccccc2)CCOC(C)(C)C1 (stereo unspecified)	1	-2
Cc1cc2n(n1)CCC(=O)N2CCCC(=O)NCCc1cccs1	-5	-4
Cc1ccc(CN2C(=O)CN(CC(=O)NC3CCCC(C)C3C)C(=O)C2c2ccccc2F)cc1 (stereo unspecified)	23	-10
CCn1c(=O)c(C(=O)NCc2ccccc2F)nc2cccnc21	0	-3
COC(=O)C1=C(N)Oc2cc(C)oc(=O)c2C1c1cccnc1 (stereo unspecified)	0	-8

Compound profiles, as listed above. Order of values: mHTT CaM bind, Pf apPOL block
CC(=O)c1cc(F)c(N2CCN(C(=O)c3cc(F)c(F)cc3C)CC2)cc1C is listed with 11, -1
CC(C)(C)c1ccc(C2=N/C(=C/c3ccc4c(c3)OCO4)C(=O)O2)cc1 is listed with -4, -2
Cc1cccc(-c2noc(-c3c(O)c4cc(F)ccc4n(C)c3=O)n2)c1 is listed with 3, -3
Cc1ccc(NS(=O)(=O)c2ccc3[nH]cc(C(=O)NCCc4ccccc4)c(=O)c3c2)c(C)c1 is listed with 25, -10
OCn1nnn(-c2ccccc2)c1=S is listed with ., -5

More entries.
mol	mHTT CaM bind	Pf apPOL block
CC(=O)Nc1c(C)cc(C2(c3cc(C)c(NC(C)=O)c(C)c3)CCCCC2)cc1C	14	-8
Cc1ccc(NC(=O)c2ccncc2)c(NC(=O)c2ccncc2)c1	1	3
CC(C)OCCCNC(=O)C1(C)CCC(=O)N1Cc1ccc2c(c1)OCO2 (stereo unspecified)	1	-1
COc1ccc(S(=O)(=O)N(C)C)cc1	-1	.
O=C(NCCc1ccc(Cl)cc1)C1CCCN(C(=O)c2ccccc2F)C1 (stereo unspecified)	34	-17
Cc1nc(=O)c(-c2ccccc2)c(C)n1-c1ccccc1O	-1	3
O=C1NN(c2cccc(Br)c2)C(=O)/C1=C/c1ccc(-c2ccc(C(=O)O)cc2)o1	31	5
OCCCc1nnc(SCc2ccccc2Cl)n1-c1ccccc1	2	-5
CCOc1ccc2ccccc2c1C(=O)NCCN1CCN(S(C)(=O)=O)CC1	-10	0
CC(C)CC(=O)N1CCCC1c1cc(C(C)C)on1 (stereo unspecified)	-6	-4
CCc1ccccc1NC(=O)C1CCCN(c2cnn(Cc3ccccc3)c(=O)c2)C1 (stereo unspecified)	7	-6
COc1cc(SC)ccc1C(=O)N1CCN(Cc2ccc3c(c2)OCO3)CC1	0	-3
O=C(Nc1ccc2c(c1)CN(C(=O)c1cccs1)CC2)c1ccco1	8	-15
CCCC1=NN2C(=N)CC(=O)N=C2S1	-4	-9
c1ccc(CSc2nnc(-c3cccnc3)o2)cc1	-9	-1
Cc1nn(-c2ccc(F)cc2)c2nc(N3CCC(NC(=O)CC(C)C)CC3)sc12	4	-8
NC(=O)c1csc2c1CCCCC2	-5	-4
O=C(CC[n+]1cccc(/C=N/O)c1)NCc1ccccc1	i	0

Some of the entries above, reformatted:
SMILES: CC(C)CC(=O)N1CCCC1c1cc(C(C)C)on1 (stereo unspecified)
  mHTT CaM bind = -6; Pf apPOL block = -4
SMILES: CCc1ccccc1NC(=O)C1CCCN(c2cnn(Cc3ccccc3)c(=O)c2)C1 (stereo unspecified)
  mHTT CaM bind = 7; Pf apPOL block = -6
SMILES: COc1cc(SC)ccc1C(=O)N1CCN(Cc2ccc3c(c2)OCO3)CC1
  mHTT CaM bind = 0; Pf apPOL block = -3
SMILES: O=C(Nc1ccc2c(c1)CN(C(=O)c1cccs1)CC2)c1ccco1
  mHTT CaM bind = 8; Pf apPOL block = -15

Only part of the results is shown; the hit share may differ from the screen's.
